Bioassay records deposited in PubChem by National Center for Advancing Translational Sciences (NCATS).
SNCA viab count: counter-screen for SNCA expression inhibitors: cell viability. Potency, µM (top dose mostly 57.1 µM), without a hit: at the highest dose activity change, negative = cytotoxicity, actives largely listed as cytotoxic. 150,000 tested, 0.12% active. HEK-293-SNCA-luc viability, GF-AFC fluorescence, 24 h;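 further: potency means the concentration at half of the fitted maximal effect; 0% = DMSO-treated cells and -100% = medium-only wells without cells; nearly all actives have a fitted effect of over 30% in size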
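HEK-293-SNCA-luc cells (1500/well) plated 24 h, then exposed 24 h to a dilution series; GF-AFC added 30 min at 37C, fluorescence 405/540 nm; normalised to medium-only and DMSO wells, Hill fit.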
SNCA expr inh: SNCA gene expression inhibition. 140,000 tested, 0.17% active. HEK-293 SNCA-luciferase knock-in, luminescence, 24 h. Potency, µM (top dose mostly 57.2 µM), inactives show at the top dose activity change, negative = inhibition, hits mostly inhibitors;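 further: potency means the concentration at half of the fitted maximal effect; plate controls were DMSO cells for no effect and cell-free wells for full effect; nearly all actives have a fitted effect of over 45% in size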
IP6K1 inhibitor: IP6K1 kinase inhibition. Q92551. IP6K1 kinase, ADP-Glo luminescence, 2 h; hits give low values. activity change, % (series mostly up to about 58 µM). 140,000 tested, 0.81% active. AID 1645851; in the data active means activity change below about -25%
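ADP-Glo luminescence measures ADP made by human IP6K1 during a 2 h RT reaction with ATP/IP6 (mix at 1.3 mM/130 uM); top library doses 57.5 and 19.1 uM final.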
NIH3T3 tox: cytotoxic compounds in NIH 3T3 cells | AID 1345082 | NIH 3T3 viability, CellTiter-Glo ATP luminescence, 48-72 h | Potency, µM (titrated, usually from 96.7 µM), inactives show at the top dose activity change, negative = cytotoxicity, actives largely listed as inhibitors | 94,000 tested, 4.3% active; further: potency means the concentration at half of the fitted maximal effect; nearly all actives have a fitted effect of over 55% in size
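First NIH 3T3 cells are plated at 400 cells/well; next compound is pinned in; then plates incubate 48 or 72 hr at 37 °C; finally CellTiter-Glo is added and luminescence read after 10 min.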
GPT2 inh: inhibitors of human GPT2 alanine aminotransferase; Recombinant GPT2, coupled pyruvate oxidase/HRP Amplex Red fluorescence; Potency, µM (doses to about 57.7 µM), for the others: top-dose activity change, negative = inhibition, actives largely listed as inhibitors; 100,000 tested, 0.25% active; Q8TD30; AID 1671188; further: potency means the concentration at half of the fitted maximal effect; nearly all actives have a fitted effect of over 60% in size; many of its hits are not listed in these tables
Target sequence (Q8TD30 whole entry, looked up): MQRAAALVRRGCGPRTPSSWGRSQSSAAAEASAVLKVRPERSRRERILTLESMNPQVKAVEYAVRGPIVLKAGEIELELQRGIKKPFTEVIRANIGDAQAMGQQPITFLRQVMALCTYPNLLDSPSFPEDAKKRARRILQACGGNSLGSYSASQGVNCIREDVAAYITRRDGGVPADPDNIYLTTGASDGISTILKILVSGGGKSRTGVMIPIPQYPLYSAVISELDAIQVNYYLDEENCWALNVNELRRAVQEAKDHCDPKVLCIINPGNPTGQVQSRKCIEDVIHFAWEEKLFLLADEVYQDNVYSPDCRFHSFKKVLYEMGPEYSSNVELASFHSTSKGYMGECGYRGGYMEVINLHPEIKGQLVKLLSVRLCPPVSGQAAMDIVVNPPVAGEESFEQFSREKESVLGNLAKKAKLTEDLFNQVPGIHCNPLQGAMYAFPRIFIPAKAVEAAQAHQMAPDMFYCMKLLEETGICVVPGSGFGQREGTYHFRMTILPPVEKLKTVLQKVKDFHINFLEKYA
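Recombinant GPT2 (10ng/uL) with 250uM a-KG and 2mM L-alanine, 30 min at room temperature, in HEPES pH 7.5 buffer. Pyruvate detected by pyruvate oxidase/HRP/Amplex Red fluorescence after 30 min in the dark; AOA (50uM) as positive control.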
FLuc inh: inhibitors of firefly (Photinus pyralis) luciferase. P08659. purified P. pyralis luciferase, luminescence, biochemical. Potency, µM (highest dose often 115 µM), for inactives: top-dose activity change, negative = inhibition, usual class: inhibitors. 76,000 tested, 2.5% active; further: potency means the concentration at half of the fitted maximal effect; nearly all actives have a fitted effect of over 65% in size
Target sequence (P08659 whole entry, looked up): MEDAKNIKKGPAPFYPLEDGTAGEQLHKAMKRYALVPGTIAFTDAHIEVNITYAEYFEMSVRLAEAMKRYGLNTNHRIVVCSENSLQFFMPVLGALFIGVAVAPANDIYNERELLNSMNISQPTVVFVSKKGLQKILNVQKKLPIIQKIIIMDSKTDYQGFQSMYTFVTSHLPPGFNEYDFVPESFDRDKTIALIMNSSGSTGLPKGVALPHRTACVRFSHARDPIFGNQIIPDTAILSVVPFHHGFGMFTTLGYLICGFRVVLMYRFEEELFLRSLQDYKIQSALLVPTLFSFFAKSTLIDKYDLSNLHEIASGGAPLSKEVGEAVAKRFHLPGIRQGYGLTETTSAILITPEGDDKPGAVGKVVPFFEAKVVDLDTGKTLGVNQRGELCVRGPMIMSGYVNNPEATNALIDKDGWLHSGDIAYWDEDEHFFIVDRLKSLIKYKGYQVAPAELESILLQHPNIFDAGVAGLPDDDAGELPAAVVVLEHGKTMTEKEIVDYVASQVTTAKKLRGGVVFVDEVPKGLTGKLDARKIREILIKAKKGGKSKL
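Inhibitors were tested against purified firefly luciferase in a biochemical, low-substrate format (both substrates at 10uM) and luminescence measured with a CCD imager.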
HEK cytotox: kills HEK 293 cells; Potency, µM (highest dose often 115 µM), inactives show at the highest dose activity change, negative = cytotoxicity, most hits filed as inhibitors; HEK 293 viability, ATP luminescence (CellTiter-Glo), 48-72 h; 94,000 tested, 6.6% active; further: potency means the concentration at half of the fitted maximal effect; nearly all actives have a fitted effect of over 60% in size
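HEK 293 cells at 250 cells/well were exposed to compounds by pintool transfer for 48 or 72 hr at 37 degree Celsius, 5% CO2. Viability was read as ATP-coupled luminescence with CellTiter-Glo after 10 min at room temperature.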
The depositor's hits bear a star; i = inactive; u = inconclusive; x = no result given; [ ] = another dose, or the depositor's remark. Unless noted, the call rests on the fitted dose curve; in most records, active means well fitted curve in the direction sought with a large enough effect; inconclusive means small, poorly fitted or top-dose-only effect, or another doubt; inactive means no such curve, though single readings can be large; an effect the other way counts as inactive or inconclusive. Unless noted, on the % scale 0 is the no-effect control and ±100 the full control effect. The list is partial (hit frequency here may not be typical).

Preview:
Under each structure: SNCA viab count | SNCA expr inh | IP6K1 inhibitor | NIH3T3 tox | GPT2 inh | FLuc inh | HEK cytotox
1	COc1ccccc1NC(=O)Nc1ccnn1C1CCN(C(=O)CN)CC1
 : -11% | 3% | -7 | -1% | i | -7% | 0%
2	COc1ccc(OC)c(Nc2ncnc3c2cnn3-c2cccc(Cl)c2)c1
 : -2% | u | -5 | x | x | x | x
3	COc1cccc(CNCCNC(=O)c2nonc2N)c1
 : u | 2% | 12 | x | x | x | x
4	CCNC(=O)c1cccnc1OC1CCN(C(=O)c2cccc(C)c2)C1 (stereo not given)
 : 3% | 42% | 13 | 2% | i | -6% | 4%
5	O=C(O)Cc1sc(Nc2ccccc2)nc1-c1ccccc1
 : -12% | 183%[activator] | 16 | x | x | x | x
6	CC1CCN(S(=O)(=O)c2ccc3c(c2)N(CC(=O)O)C(=O)CO3)CC1
 : 9% | 2% | 6 | x | x | x | x

The listing (from the top)
Under each structure: SNCA viab count | SNCA expr inh | IP6K1 inhibitor | NIH3T3 tox | GPT2 inh | FLuc inh | HEK cytotox
1	COc1ccccc1NC(=O)Nc1ccnn1C1CCN(C(=O)CN)CC1
 : -11% | 3% | -7 | -1% | i | -7% | 0%
2	COc1ccc(OC)c(Nc2ncnc3c2cnn3-c2cccc(Cl)c2)c1
 : -2% | u | -5 | x | x | x | x
3	COc1cccc(CNCCNC(=O)c2nonc2N)c1
 : u | 2% | 12 | x | x | x | x
4	CCNC(=O)c1cccnc1OC1CCN(C(=O)c2cccc(C)c2)C1 (stereo not given)
 : 3% | 42% | 13 | 2% | i | -6% | 4%
5	O=C(O)Cc1sc(Nc2ccccc2)nc1-c1ccccc1
 : -12% | 183%[activator] | 16 | x | x | x | x
6	CC1CCN(S(=O)(=O)c2ccc3c(c2)N(CC(=O)O)C(=O)CO3)CC1
 : 9% | 2% | 6 | x | x | x | x
7	COCCN1CCN(C(=O)CC(c2ccccc2)c2ccc(Cl)cc2)CC1 (stereo not given)
 : 3% | -1% | 4 | -22% | -3% | 7% | u
8	Cc1cnc(CCNC(=O)C2CCOCC2)n1C(C)C
 : 9% | 6% | -4 | i | i | 8% | i
9	Cc1ccc(-n2c(-c3ccco3)nc3c(cnn3-c3ccccc3Cl)c2=O)cc1
 : 4% | -4% | 25 | x | x | x | x
10	CN1C(=O)CS(=O)(=O)C12CCN(C(=O)c1ccncc1)CC2
 : 2% | -8% | 13 | -2% | i | 2% | -19%
11	CSc1ccc(CNC(=O)c2noc(-c3ccc(C)cc3)n2)cc1
 : -6% | -2% | 4 | 2% | i | -8% | 6%
12	CCn1c(CN(C)Cc2nc3c(C)cccc3[nH]2)nnc1C1CC(N)C1 (stereo not given)
 : 6% | 4% | 16 | -16% | -3% | 0% | -5%
13	O=C(NCC1CCCCC1)c1nc2sccn2c1-c1cccc(C(F)(F)F)c1
 : 6%[87.6 µM] | 10%[87.6 µM] | 1 | -14%[138 µM] | -3%[88.5 µM] | x | i
14	CCCC(C)NC(=O)c1cc(-c2ccc(C(F)(F)F)cc2)nc2c1cnn2C (stereo not given)
 : x | x | -4 | u | x | x | -15%
15	Cc1ccc(NC(=O)C2Cc3ccccc3N2C(=O)c2ccccc2)cc1Cl (stereo not given)
 : -5% | 0% | 31 | x | x | x | x

Single records (already shown). Order of screens: SNCA viab count, SNCA expr inh, IP6K1 inhibitor, NIH3T3 tox, GPT2 inh, FLuc inh, HEK cytotox
CSc1ccc(CNC(=O)c2noc(-c3ccc(C)cc3)n2)cc1 as listed: -6%, -2%, 4, 2%, i, -8%, 6%
COc1ccc(OC)c(Nc2ncnc3c2cnn3-c2cccc(Cl)c2)c1 as listed: -2%, u, -5, x, x, x, x

Next entries.
Under each structure: SNCA viab count | SNCA expr inh | IP6K1 inhibitor | NIH3T3 tox | GPT2 inh | FLuc inh | HEK cytotox
16	CCOc1cccc2sc(N3CCN(C(=O)C4CC4)CC3)nc12
 : 4% | 19% | 26 | x | x | x | x
17	NC(c1ccccc1)c1nnc2n1CCN(C(=O)N1CCOCC1)C2 (stereo not given)
 : -6% | -13% | 11 | i | i | x | 2%
18	COCCNC(=O)c1cc(-c2ccc([S+](C)(=O)[O-])cc2)c2cccn2n1
 : 1% | 16% | -5 | u | i | x | u
19	O=C(NCC1CCCO1)C1COC2(CCN(C(=O)c3ccccc3F)CC2)N1C(=O)c1ccccc1 (stereo not given)
 : 12% | -3% | -11 | 2% | 2% | 6% | 4%
20	Cc1cccc(C(=O)N2CCC(Cc3nncn3Cc3ccccc3)CC2)c1
 : -9% | 31%[activator] | -5 | -10% | -9% | x | u
21	Cc1ccc(-n2nnc(-c3nsc(NC(=O)c4ccccc4)n3)c2C)cc1
 : -15% | 52%[activator] | 11 | x | x | x | x
22	COC(=O)c1cccnc1-n1c(=O)c2cccnc2n(CC(=O)Nc2c(C)cc(C)cc2C)c1=O
 : -7% | 12% | 18 | x | x | x | x
23	Cc1c(C(=O)N(C)C)sc2c1c(=O)n(-c1ccc(Cl)cc1)c(=O)n2CC(=O)C(C)(C)C
 : -7% | 17% | 30 | x | x | x | x
24	Cc1cc(C(=O)NCC23CCCC=C2NC(=O)CC3)n(C)n1 (stereo not given)
 : 7% | 24% | -6 | -16% | -13% | 2% | -1%
25	O=C(c1cccnc1)N1CCC2(CC1)CC(N(Cc1ccc(F)cc1)C1CC1)CCO2 (stereo not given)
 : -7% | u | -8 | -14% | i | -6% | u
26	Fc1ccc(-c2[nH]ncc2CN(Cc2cccnc2)Cc2cccnc2)cc1
 : 1% | -7% | 14 | u | -44% | -5% | u
27	CCN(c1ccccc1)S(=O)(=O)c1ccc(F)c(C(=O)Nc2ccc(C)cc2)c1
 : 10% | u | 12 | x | x | x | x
28	O=C(CC1CCCCC1)NC1CCN(C(=O)N2CC3CC(C2)[C@H]2CCCC(=O)N2C3)CC1 (stereo not given in full)
 : 7% | 24% | 11 | i | -3% | 2% | 21%
29	CC(C)CC1Nc2ccc(C(=O)NCCCOC(C)C)cc2NC1=O (stereo not given)
 : -7% | -1% | 3 | x | x | x | x
30	CCN(Cc1nccn1C)C(=O)c1ccc(NC[C@H]2C[C@H]3C=C[C@H]2C32CC2)nc1
 : 0% | 7% | 5 | -2% | i | -2% | -23%
31	N#Cc1ccc(C2c3nc[nH]c3CCN2Cc2ccc3ccccc3n2)cc1 (stereo not given)
 : 2% | 24% | 7 | u | -17% | -2% | u
32	COc1ccc(-c2noc(-c3nc(-c4ccccn4)no3)n2)cc1
 : 5% | 30% | 10 | i | i | -4% | 9%
33	CC(C(=O)NCCc1ccccc1)N1C(=O)COc2ccc(C(=O)COc3cccc(Cl)c3)cc21 (stereo not given)
 : u | u | 17 | u | -1% | -7% | u
34	COc1ccccc1C1NC(=O)N(CC(=O)N2CCCC2)C2=C1C(=O)OC2 (stereo not given)
 : 5% | 10% | -9 | i | i | 1% | i
35	COCCN1Cc2ccccc2N(CC(O)Cc2ccccc2)CCC1=O (stereo not given)
 : x | x | -6 | -20% | x | x | u
36	COc1cc(OC)c(NC(=O)N2CCOc3ccc(C)cc32)cc1Cl
 : 0% | 23% | 11 | x | x | x | x
37	CCOc1ccc(NC(=O)Cn2nc(CC)n3c(cc4sccc43)c2=O)cc1
 : 4% | 2% | -10 | x | x | x | x
38	CC(=O)N1CCC(Oc2ccc(Cl)cc2C(=O)N(C)Cc2csc(C)n2)CC1
 : -9% | -7% | 9 | 2% | -6% | 4% | -4%
39	OCCN1CCN(CCCN2c3ccccc3Sc3ccc(C(F)(F)F)cc32)CC1
 : -6% | -14% | 5 | x | i | x | x
40	COCC(=O)N1CCN(C(=O)c2cccc(F)c2)C[C@H]1C(=O)OC
 : 6%[87.6 µM] | -1%[87.6 µM] | 6 | -15%[174 µM] | i | -5%[172 µM] | -15%[172 µM]
41	COc1cccc(C(=O)N2CCCC(C(=O)N3CCC(c4nc5ccncc5[nH]4)CC3)C2)c1 (stereo not given)
 : 3% | -2% | -4 | -7% | -5% | x | i
42	C=CCn1cc2c3c(cccc31)[C@H](CC(C)C)N[C@H](C(=O)NCCCN1CCCC1=O)C2
 : -13% | -29% | 23 | u | u | -7% | 40µM*
43	CCOC(=O)c1cc(-c2ccc(C)cc2)n(CCC(=O)NCc2ccccc2)c1C
 : 1% | u | 2 | x | x | x | x
44	CCOCCNC(=O)CNC(=O)c1cccc(-c2cc(F)ccc2OC)c1
 : x | x | 21 | -12% | x | x | -20%
45	Cc1ccsc1-c1[nH]nc2ncc(-c3ccccc3O)nc12
 : -24%[87.6 µM] | 7%[87.6 µM] | 10 | u | i | -21%[172 µM] | u
46	CC1CCCN(c2ncnc3c2cnn3-c2ccc(F)cc2)C1 (stereo not given)
 : 9% | u | 5 | x | x | x | x
47	C=CCNC(=O)C(NC(=O)c1ccc2c(c1)OCO2)C1CCN(C(=O)c2cccc(F)c2)CC1 (stereo not given)
 : -5% | -2% | -3 | -17% | i | -6% | -20%
48	Cc1cccc(OCCSc2nc3ccc(NC(=O)COc4ccccc4)cc3s2)c1
 : -12% | -12% | 5 | x | x | x | x
49	COc1ccc(NC(=O)Nc2cccc(OCc3cc(=O)n4cccc(C)c4n3)c2)c(OC)c1
 : 2% | -8% | -3 | x | x | x | x
50	Cc1ccc(-n2ncc3c(=O)n(Cc4cccc(Cl)c4)cnc32)cc1C
 : -2% | -3% | 1 | x | x | x | x
51	CCOC(=O)C1CCN(C(=O)C2(c3ccc(NS(C)(=O)=O)cc3)CCCCC2)CC1
 : -17% | -17% | 11 | u | u | -4% | -22%

Records 33 through 37 of the list above:
Under each structure: SNCA viab count | SNCA expr inh | IP6K1 inhibitor | NIH3T3 tox | GPT2 inh | FLuc inh | HEK cytotox
33	CC(C(=O)NCCc1ccccc1)N1C(=O)COc2ccc(C(=O)COc3cccc(Cl)c3)cc21 (stereo not given)
 : u | u | 17 | u | -1% | -7% | u
34	COc1ccccc1C1NC(=O)N(CC(=O)N2CCCC2)C2=C1C(=O)OC2 (stereo not given)
 : 5% | 10% | -9 | i | i | 1% | i
35	COCCN1Cc2ccccc2N(CC(O)Cc2ccccc2)CCC1=O (stereo not given)
 : x | x | -6 | -20% | x | x | u
36	COc1cc(OC)c(NC(=O)N2CCOc3ccc(C)cc32)cc1Cl
 : 0% | 23% | 11 | x | x | x | x
37	CCOc1ccc(NC(=O)Cn2nc(CC)n3c(cc4sccc43)c2=O)cc1
 : 4% | 2% | -10 | x | x | x | x
